TGFb inhibitor – qHTS for Inhibitors of TGF-b | AID 588855, 2011 | Potency, µM (top dose mostly 46.1 µM), for the others: at the top dose activity, negative = inhibition, most hits filed as inhibitors | 1.2% of 410,000 active | HepG2 CAGA-GFP TGF-b/SMAD3 reporter, GFP fluorescence, 18 h; TGF-beta stimulated, 500 pg/mL final; further: potency means the concentration at half of the fitted maximal effect; on the % scale 0 is the no-effect control and ±100 the full control effect; nearly all actives have a fitted effect of over 65% in size
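HEPG2 CAGA-GFP, 1000 cells/well; 2 h settle, 37 C; cpd via pin tool; TGF-b 500 pg/mL final; 18 h, 37 C; GFP imaging ex488/em500-530; %Activity normalised to -TGF-b and +DMSO controls; CRC fit, curve class.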
Nrf2 ARE act – qHTS of Nrf2 Activators; Potency, µM (doses to about 46.1 µM), for inactives: at the top dose activation, hits mostly activators; AREc32 ARE-luciferase reporter (MCF7-derived line), luminescence, 24 h; 0.31% of 410,000 active; AID 624171, 2012; further: potency means the concentration at half of the fitted maximal effect; % of control where 0% means no effect; nearly all actives have a fitted effect of over 65% in size
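AREc32_Fluc, 1000 cells/well, OPTI-MEM + 5% FBS, o/n 37 deg C 5% CO2; 23 nL cpd by pin tool, 24 hr; Steady-Glo 30 min RT, luminescence.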
CCT chaperon mod – High-Throughput Screening for Modulators of Cytosolic Chaperonin Activity; AID 651819, 2012; activity change, % (test concentration not listed), hits read low; 0.3% of 360,000 active; purified chaperonin ATPase assay, HTRF ADP detection, 30 min; in the data active means activity change below about -30%; further: on the % scale 0 is the no-effect control and ±100 the full control effect
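ATPase activity: ADP formed was measured by HTRF Transcreener (665/615 nm ratio) after 30 min at 37 deg C with 10 uM ATP. Compounds screened at one 76 uM concentration against 40 or 20 nM TRiC in Tris pH 7.4/KCl/MgCl2/DTT buffer.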
Nrf2 inh – Nrf2 qHTS screen for inhibitors; A549 ARE-Fluc reporter, luciferase luminescence, 18-24 h; Potency, µM (series often up to 46 µM), without a hit: at the highest dose activity change, negative = inhibition, usual class: inhibitors; 2.1% of 360,000 active; AID 504444, 2011; further: potency means the concentration at half of the fitted maximal effect; on the % scale 0 is the no-effect control and ±100 the full control effect; nearly all actives have a fitted effect of over 60% in size
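Reporter: ARE-Fluc in A549. Exposure: 18-24 h, 37 °C, 5% CO2, 5% FBS OPTI-MEM. Readouts: fluorescent cytotoxicity (CellTiter-Fluor), then luminescent Nrf2 signal after BugLite.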
Mm-Cpn inhibitor – Inhibitors of TCP-1 ring complex (TRiC) of Methanococcus maripaludis (MmCpn): qHTS. purified Mm-Cpn ATPase, ADP Transcreener TR-FRET. Potency, µM (top dose mostly 76.9 µM), without a hit: at the top dose activity, negative = inhibition, actives largely listed as inhibitors. 0.031% of 330,000 active. AID 504842, 2011; further: potency means the concentration at half of the fitted maximal effect; on the % scale 0 is the no-effect control and ±100 the full control effect; nearly all actives have a fitted effect of over 80% in size
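ATPase turnover read by TR-FRET ADP competition (Eu cryptate antibody/ADP-d2, 665/590 nm): 10uM ATP final, 25nM Mm-CPN final, 30 min 37degC after 10-min compound preincubation, pH 7.4 Tris/KCl/MgCl2/DTT buffer.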
EPAC2 agonist – qHTS for Agonist of cAMP-regulated guanine nucleotide exchange factor 4 (EPAC2): primary screen; EPAC2 activation, biochemical qHTS; response scale: 100% = 6.5 mM cAMP response; Potency, µM (doses to about 154 µM), inactives show at the highest dose activation, most hits filed as activators; AID 720711, 2013; 0.079% of 360,000 active; further: potency means the concentration at half of the fitted maximal effect; nearly all actives have a fitted effect of over 50% in size
Target sequence (Q8WZA2 whole entry, looked up): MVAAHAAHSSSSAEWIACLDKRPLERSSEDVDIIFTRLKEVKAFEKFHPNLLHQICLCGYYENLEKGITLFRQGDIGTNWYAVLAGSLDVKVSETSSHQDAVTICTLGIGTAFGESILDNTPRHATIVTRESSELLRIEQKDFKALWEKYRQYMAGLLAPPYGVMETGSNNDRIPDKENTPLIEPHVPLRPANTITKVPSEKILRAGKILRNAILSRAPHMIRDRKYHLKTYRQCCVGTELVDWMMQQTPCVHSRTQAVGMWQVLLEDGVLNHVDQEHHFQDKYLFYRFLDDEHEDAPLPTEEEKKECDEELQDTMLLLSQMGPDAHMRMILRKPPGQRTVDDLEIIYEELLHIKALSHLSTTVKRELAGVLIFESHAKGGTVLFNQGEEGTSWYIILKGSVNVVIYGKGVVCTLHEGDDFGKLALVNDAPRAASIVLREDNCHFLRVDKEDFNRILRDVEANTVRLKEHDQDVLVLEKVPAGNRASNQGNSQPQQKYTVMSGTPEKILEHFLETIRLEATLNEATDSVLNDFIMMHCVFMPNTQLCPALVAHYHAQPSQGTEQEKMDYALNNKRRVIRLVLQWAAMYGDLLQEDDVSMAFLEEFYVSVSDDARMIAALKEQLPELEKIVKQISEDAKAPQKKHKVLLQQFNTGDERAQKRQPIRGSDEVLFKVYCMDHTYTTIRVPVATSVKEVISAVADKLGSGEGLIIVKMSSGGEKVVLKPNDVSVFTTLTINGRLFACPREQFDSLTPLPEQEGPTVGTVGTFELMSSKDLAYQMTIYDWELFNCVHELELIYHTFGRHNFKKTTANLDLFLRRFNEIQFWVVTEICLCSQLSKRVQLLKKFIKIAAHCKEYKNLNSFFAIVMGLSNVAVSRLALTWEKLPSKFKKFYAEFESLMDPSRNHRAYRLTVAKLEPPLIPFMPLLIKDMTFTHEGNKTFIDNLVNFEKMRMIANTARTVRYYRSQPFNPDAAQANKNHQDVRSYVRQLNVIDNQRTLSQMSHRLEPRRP
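Readout is BODIPY fluorescence (480 nm excitation, 540 nm emission), which falls as labeled GDP is exchanged off Rap1B. EPAC2 at 100 nM acted on 250 nM RAP1B-BODIPY-GDP with 50 uM GDP present.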
A549 viability – Nrf2 qHTS screen for inhibitors: counterscreen for cytotoxicity | AID 504648, 2011 | 0.16% of 390,000 active | Potency, µM (highest dose often 46 µM), for inactives: top-dose activity change, negative = cytotoxicity, most hits filed as inhibitors | A549 ARE-Fluc cells, CellTiter-Fluor viability, 18-24 h; further: potency means the concentration at half of the fitted maximal effect; on the % scale 0 is the no-effect control and ±100 the full control effect
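Cytotoxicity counterscreen: CellTiter-Fluor fluorescence was measured in A549 ARE_Fluc cells after 18-24 h of compound exposure in a concentration series. The subsequent BugLite luminescent read reports ARE-luciferase activity.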
EPAC2 antagonist – qHTS for Antagonist of cAMP-regulated guanine nucleotide exchange factor 2 (EPAC2): primary screen | Rap guanine nucleotide exchange factor 4 (Homo sapiens), Q8WZA2 | EPAC2 GEF exchange of Rap1B-BODIPY-GDP, fluorescence | Potency, µM (top dose mostly 114 µM), for the others: top-dose activity, negative = inhibition, hits mostly inhibitors | 0.18% of 360,000 active; further: potency means the concentration at half of the fitted maximal effect; on the % scale 0 is the no-effect control and ±100 the full control effect; nearly all actives have a fitted effect of over 45% in size; many of its hits are not listed in these tables
Akt phos inh – HTS Assay for Inhibitors of Akt Phophorylation: Primary Screen; 0.32% of 360,000 active; activity change, % for hits at 50 µM; AID 651550, 2012; Neuro2A IGF-stimulated pAkt S473 HTRF, 20 min; stronger effect = lower value; in the data active means activity change below about -80%; inconclusive means mostly about -51% to -80%; further: on the % scale 0 is the no-effect control and ±100 the full control effect
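Single-point screen (50 µM final compound) in Neuro2A cells stimulated 20 min with 6 nM IGF at 37 deg C. After lysis, Ser473-phosphorylated Akt read by HTRF (ex 330 nm, em 615/665 nm) as the 665/615 ratio.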
Active calls of the source: *; i = inactive; ? = inconclusive; / = not tested or not shown; & = joins results of further samples; [ ] = remark or other dose. Unless noted, the call rests on the fitted dose curve; in most records, active means well fitted curve in the direction sought with a large enough effect; inconclusive means small, poorly fitted or top-dose-only effect, or another doubt; inactive means no such curve, though single readings can be large; an effect the other way counts as inactive or inconclusive. The list is partial; count on the stated rates, not on these rows.

compound	TGFb inhibitor	Nrf2 inh	EPAC2 antagonist	Akt phos inh	EPAC2 agonist	Mm-Cpn inhibitor	A549 viability	Nrf2 ARE act	CCT chaperon mod
Cc1ccc(NC(=O)COc2ccc(S(=O)(=O)N3CCOCC3)cc2)cc1	3%	?	-10%	i	-4%	-5%	0%	-0.4%	-4.7
Cc1ccc(N2CCN(C(=O)c3cccs3)CC2)c(C)c1	-13%	-14%	-14%	i	11%	-4%	4%	2.1%	0.4
Cc1ccc(CCC(=O)Nc2ccc([N+](=O)[O-])cc2Cl)o1	-24%	4%	3%	i	-5%	-3%	1%	3.7%	0.8
CCOC(=O)C1=CC[C@@H](c2cc3cc(OC)ccc3n2C)N(S(=O)(=O)c2ccc(C)cc2)[C@H]1C(=O)OCC	-1%	0%	4%	i	1%	-1%	8%	0.7%	-0.9
Cc1cc(C)nc(CCNC(=O)c2cc(COc3ccc(F)cc3F)on2)n1	13%	?	1%	i	-6%	3%	2%	0.0%	-0.4
NC(Cc1ccc(Cl)cc1)c1csc(NC(=O)Nc2ccccc2)n1 (centres undefined)	16µM*	/	6%	i	14%	/	/	0.0%	-2.1
NC(=S)N=Nc1c(O)n(CC(=O)Nc2ccccc2)c2ccccc12	3%	?	-5%	i	-7%	1%	-4%	-0.1%	-0.5
COc1ccc(/C(O)=C2/C(=O)C(=O)N(CCCN(C)C)C2c2ccc(Cl)cc2)cc1OC (centres undefined)	-21%	1%	-1%	i	15%	/	-4%	-0.1%	-0.5
O=C(NC(=S)Nc1cccc2cccnc12)c1ccccc1	26%	?	9%	i	8%	2%	-2%	4.5µM*	-2.6
Cc1nnc(C)n1/N=C/c1cccc(Oc2ccccc2)c1	12%	-14%	-1%	i	11%	0%	-4%	3.0%	-3.8
CCOC(=O)CN1C(=O)S/C(=C/c2cc(C)n(-c3ccccn3)c2C)C1=O	11%	22%	-5%	i	7%	1%	-4%	2.2%	0.0
CN(C)C1CN(Cc2cn(Cc3ccc(Cl)cc3)nn2)S(=O)(=O)C1 (centres undefined)	/	/	5%	i	10%	/	/	0.5%	-3.0

3 compounds already listed, arranged by SMILES length, highest first.
compound	TGFb inhibitor	Nrf2 inh	EPAC2 antagonist	Akt phos inh	EPAC2 agonist	Mm-Cpn inhibitor	A549 viability	Nrf2 ARE act	CCT chaperon mod
CCOC(=O)C1=CC[C@@H](c2cc3cc(OC)ccc3n2C)N(S(=O)(=O)c2ccc(C)cc2)[C@H]1C(=O)OCC	-1%	0%	4%	i	1%	-1%	8%	0.7%	-0.9
CCOC(=O)CN1C(=O)S/C(=C/c2cc(C)n(-c3ccccn3)c2C)C1=O	11%	22%	-5%	i	7%	1%	-4%	2.2%	0.0
CN(C)C1CN(Cc2cn(Cc3ccc(Cl)cc3)nn2)S(=O)(=O)C1 (centres undefined)	/	/	5%	i	10%	/	/	0.5%	-3.0

Continuation:
compound	TGFb inhibitor	Nrf2 inh	EPAC2 antagonist	Akt phos inh	EPAC2 agonist	Mm-Cpn inhibitor	A549 viability	Nrf2 ARE act	CCT chaperon mod
O=C(NCc1ccco1)c1nc2ncccn2n1	1%	7%	16%	i	6%	/	-1%	0.4%	-0.5
COc1ccc(C(=O)Nc2nc3ccccc3c(=O)[nH]2)cc1	-8%	?	-10%	i	26%	2%[15.4 µM]	-8%	-0.4%	-1.5
CN(C(=O)CO/N=C/c1ccc(OC(F)F)cc1)C1CCS(=O)(=O)C1 (centres undefined)	8%	-13%	-1%	i	2%	1%	-1%	-0.6%	-1.3
Cc1ccccc1NS(=O)(=O)c1cc(C(=O)N2CCCC2)ccc1C	10%	-7%	-3%[57.1 µM]	i	-18%	-5%	-1%	-0.7%	-5.4
COc1ccc(/C=C/C(=O)NCc2nc3ccccc3[nH]2)cc1OC	-1%	1%	-3%	i	-7%	1%	-1%	2.4%	-1.9
O=C(NCc1ccco1)c1ccc(Oc2ccccc2)cc1	-13%	2%	-6%	i	13%	18%	-3%	3.5%	-0.6
CCOC(=O)[C@]12CCC=C1N(CCC1=CCCCC1)C(=O)[C@H](CC(=O)N1CCN(C(=O)c3ccco3)CC1)C2	/	/	4%	i	6%	/	/	0.0%	-0.5
COc1ccc(C(=O)CN2C(=O)NC3(CCCc4ccccc43)C2=O)cc1OC (centres undefined)	-3%	0%	15%	i	6%	2%	/	-0.2%	-1.0
O=C(N/N=C/c1cccnc1)c1ccccc1[N+](=O)[O-]	1%	0%	4%	i	4%	1%	-2%	-0.2%	1.9
O=C(NCCc1ccccc1)C(=O)N/N=C/c1ccccc1C(F)(F)F	-3%	1%	-4%	i	3%	0%	-1%	2.3%	3.1
COc1ccc(S(=O)(=O)N2CCN(C(=O)c3cc4c(s3)CCCC4)CC2)cc1	?	?	-2%	i	16%	-1%	2%	8.0%	-0.5
COc1ccc(Nc2nc(Cl)nc(NCc3ccco3)n2)cc1	-13%	-4%	-3%	i	-6%	1%	0%	3.1%	1.4

In a second layout: entries from further up.
Screens in order – TGFb inhibitor, Nrf2 inh, EPAC2 antagonist, Akt phos inh, EPAC2 agonist, Mm-Cpn inhibitor, A549 viability, Nrf2 ARE act, CCT chaperon mod
COc1ccc(S(=O)(=O)N2CCN(C(=O)c3cc4c(s3)CCCC4)CC2)cc1
 : ?, ?, -2%, i, 16%, -1%, 2%, 8.0%, -0.5
COc1ccc(Nc2nc(Cl)nc(NCc3ccco3)n2)cc1
 : -13%, -4%, -3%, i, -6%, 1%, 0%, 3.1%, 1.4

Later entries.
compound	TGFb inhibitor	Nrf2 inh	EPAC2 antagonist	Akt phos inh	EPAC2 agonist	Mm-Cpn inhibitor	A549 viability	Nrf2 ARE act	CCT chaperon mod
C/C(=N/NS(=O)(=O)c1ccc(C)cc1)[C@H]1C[C@@H]1c1ccccc1	-1%	?	-12%	i	-6%	0%	-2%	-0.7%	0.8
C[C@@H]1CN([C@H](C)CO)C(=O)c2c(c3ccccc3n2C)-c2ccccc2CO[C@H]1CN(C)Cc1ccc(Oc2ccccc2)cc1	16µM*	/	1%	i	-6%	/	/	-1.5%	0.8
CCOc1ccc(-c2nc(SCC(=O)Nc3cc(F)ccc3F)n3[nH]c(=O)cc3n2)cc1	0%	11%	/	/	/	/	3%	0.2%	/
N#C/C(=C\c1ccccc1)C(=O)Nc1ccccn1	7%	12%	3%	i	3%	-1%	-3%	3.4%	-2.4
COc1cc(/C=C/C(=O)O)cc(S(=O)(=O)N2CCN(S(=O)(=O)c3ccc(Cl)cc3)CC2)c1OC	-1%	8%	-10%	i	0%	0%	5%	0.1%	1.6
Cc1cc(C(=O)COC(=O)C2=NN(c3ccccc3)C(=O)CC2)c(C)n1CC(F)(F)F	5%	0%	6%	i	-3%	-1%	2%	0.3%	-4.2
c1ccc2c(CNCCN3CCOCC3)cccc2c1	-7%	/	6%	i	8%	-1%	5%	-0.3%	2.8
CCOC(=O)CCC(=O)OCC(=O)NC(C)C1CC2CCC1C2 (centres undefined)	-13%	?	17%	i	2%	2%	-3%	-0.2%	-11
CCc1cccc(C)c1NC(=S)N1CCCC1C(=O)O (centres undefined)	3%	-7%	1%	i	6%	-2%	2%	-0.9%	-1.6
CC1CCN(C(=O)CSc2ccc(-c3cccnc3)nn2)CC1	-5%	-1%	6%	i	7%	1%	8%	0.3%	0.8
O=C(Nc1nccs1)c1ccccc1Br	1%	30%	3%	i	-3%	-1%	-5%	3.5%	-19
O=C(CCN1CCN(Cc2ccccc2)CC1)Nc1ccc(OCc2ccccc2)cc1	5%	-11%	-3%	i	-8%	0%	-3%	7.7%	0.2
COCCNC(=O)c1c[nH]c2ccc(S(=O)(=O)Nc3ccc(F)cc3F)cc2c1=O	1%&-2%	-2%&-8%	-7%	i	14%	3%	-1%&1%	-1.2%&0.6%	-7.5
Cc1ccc(C)c(OCCCNCc2ccccc2)c1	5%	7%	10%	i	-4%	0%	-2%	3.0%	-1.7
CN1CCN(C(=O)CCCOc2ccc(Cl)cc2Cl)CC1	18%	1%	-4%	i	5%	-30%	3%	1.9%	1.2
CCOC(=O)C1=C(COC(=O)COc2ccc(OCC)cc2)NC(=O)NC1C (centres undefined)	-14%	-5%	-7%	i	-5%	-3%	-5%	0.2%	-3.4
CC1CCC2(CC1)NC(=O)N(CC(=O)Nc1cccc(S(=O)(=O)N3CCCCC3)c1)C2=O (centres undefined)	2%	18µM*	-6%	i	15%	2%	-2%	-0.9%	-0.7
COC(=O)c1sccc1NC(=O)CSc1ccccc1NC(=O)CNC(C)C	-5%	-2%	12%	i	6%	-4%	0%	4.0%	0.8
CCN(CC)C(=O)c1ccc2nc(-c3ccccc3)c(-c3ccccc3)nc2c1	-27%	?	-9%	i	-7%	-3%	1%	3.6%	1.1
CC1(C)CC(=O)C=C(NCCO)C1	0%	4%	3%	i	-6%	1%	2%	0.2%	-2.3
Cc1ccc(S(=O)(=O)NNC(=S)NC(=O)c2ccc([N+](=O)[O-])cc2)cc1	-5%	3%	-2%	i	0%	-1%	10%	-0.2%	-4.0
Cc1ccc(C)c(Cn2c(=O)n(Cc3ccccc3)c(=O)c3c(C)c(C)sc32)c1	4%	8%	/	/	/	/	0%	-0.1%	/

Screening data: PubChem, National Center for Advancing Translational Sciences (NCATS)
